From PubChem BioAssay
BAZ2B inh: blocks human BAZ2B; Q9UIF8; AlphaScreen BAZ2B-H3K14Ac peptide displacement; Potency, µM (series often up to 114 µM), without a hit: at the highest dose activity change, negative = inhibition, most hits filed as inhibitors; hit rate 4.4% among 360,000; AID 504333; note: % is set by controls: 0 for no effect and ±100 for the full control effect; nearly all actives have a fitted effect of over 60% in size
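AlphaScreen luminescence quantifies BAZ2B engagement of H3K14Ac peptide; the protein and biotinylated peptide are both at 50 nM final, buffer PBS pH 7.4 with 0.01% Tween-20, all steps at room temperature.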
Pol kappa inh: inhibitors of human DNA polymerase kappa; Q9UBT6; purified Pol kappa, fluorescent DNA synthesis assay, 10 min; Potency, µM (highest dose often 107 µM), for the others: top-dose activity, negative = inhibition, actives largely listed as inhibitors; hit rate 0.53% among 400,000; AID 588579; note: % is set by controls: 0 for no effect and ±100 for the full control effect
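10 nM Pol kappa preincubated 15 min at room temperature with compounds, then reaction started with substrate at 50 nM final. Fluorescence read kinetically at 0 and 10 min; buffer-only wells served as negative control.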
BLM inh: blocks DNA unwinding by human BLM helicase. P54132. recombinant BLM DNA unwinding, fluorescence dequenching. Potency, µM (titrated, usually from 56.1 µM), inactives show at the highest dose activity change, negative = inhibition, actives largely listed as inhibitors. hit rate 0.2% among 350,000. AID 2528;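 note: plate controls were vehicle for no effect and no enzyme for full effect; nearly all actives have a fitted effect of over 35% in size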
G9a inh: G9a (human) methyltransferase inhibition | G9a H3K9 monomethylation, AlphaScreen, 2 h | Potency, µM (top dose mostly 102 µM), inactives show top-dose activity, negative = inhibition, hits mostly inhibitors | hit rate 8.8% among 350,000 | AID 504332; note: % is set by controls: 0 for no effect and ±100 for the full control effect; nearly all actives have a fitted effect of over 75% in size
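Compounds were preincubated with 20 nM G9a for 15 min, after which biotinylated H3K9 peptide (500 nM) and SAM (20 uM) started a 2 h room-temperature reaction. Monomethylated product was quantified by antibody-based AlphaScreen chemiluminescence.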
JMJD2A Tudor inh: JMJD2A Tudor domain (human) inhibition. O75164. AlphaScreen JMJD2A-Tudor / H3K4me3 peptide binding. Potency, µM (doses to about 114 µM), inactives show at the highest dose activity change, negative = inhibition, most hits filed as inhibitors. hit rate 4.4% among 390,000; note: % is set by controls: 0 for no effect and ±100 for the full control effect; nearly all actives have a fitted effect of over 50% in size
Target sequence (O75164 whole entry, looked up, the tested form may be a part): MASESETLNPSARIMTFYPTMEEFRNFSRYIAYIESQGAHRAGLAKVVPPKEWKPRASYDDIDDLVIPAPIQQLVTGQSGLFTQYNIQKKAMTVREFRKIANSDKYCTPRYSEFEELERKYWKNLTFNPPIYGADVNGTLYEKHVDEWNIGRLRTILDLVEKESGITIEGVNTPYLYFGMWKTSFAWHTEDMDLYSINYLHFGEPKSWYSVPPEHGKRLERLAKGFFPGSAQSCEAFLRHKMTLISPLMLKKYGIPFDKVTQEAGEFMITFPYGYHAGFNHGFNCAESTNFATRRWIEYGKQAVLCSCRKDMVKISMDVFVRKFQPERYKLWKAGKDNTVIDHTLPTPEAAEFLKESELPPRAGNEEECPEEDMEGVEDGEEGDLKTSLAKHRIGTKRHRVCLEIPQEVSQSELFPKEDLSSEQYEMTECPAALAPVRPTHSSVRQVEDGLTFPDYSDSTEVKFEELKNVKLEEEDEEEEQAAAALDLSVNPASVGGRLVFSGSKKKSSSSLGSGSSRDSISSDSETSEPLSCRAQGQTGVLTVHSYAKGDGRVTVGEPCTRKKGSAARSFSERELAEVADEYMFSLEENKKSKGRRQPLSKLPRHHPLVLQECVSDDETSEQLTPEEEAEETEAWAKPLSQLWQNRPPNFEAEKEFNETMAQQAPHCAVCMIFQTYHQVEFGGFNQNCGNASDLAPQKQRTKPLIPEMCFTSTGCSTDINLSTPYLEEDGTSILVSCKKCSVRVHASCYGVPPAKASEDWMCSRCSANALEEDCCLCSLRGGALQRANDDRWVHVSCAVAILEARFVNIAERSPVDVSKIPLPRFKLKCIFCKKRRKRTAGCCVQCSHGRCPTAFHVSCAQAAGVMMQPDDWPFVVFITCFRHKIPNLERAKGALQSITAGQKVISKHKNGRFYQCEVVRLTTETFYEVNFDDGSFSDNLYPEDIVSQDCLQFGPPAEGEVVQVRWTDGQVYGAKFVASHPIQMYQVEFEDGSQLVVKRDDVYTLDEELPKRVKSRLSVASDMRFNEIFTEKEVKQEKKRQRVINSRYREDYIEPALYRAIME
APE1 inh: blocks human APE1 abasic DNA cleavage; hit rate 0.35% among 350,000; recombinant APE1, TAMRA/BHQ-2 abasic DNA cleavage fluorescence; P27695; Potency, µM (titrated, usually from 65.8 µM), inactives show at the highest dose activity change, negative = inhibition, hits mostly inhibitors;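 note: plate controls were vehicle for no effect and reference inhibitor for full effect; nearly all actives have a fitted effect of over 55% in size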
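Activity was derived from the fluorescence gain between first and third kinetic reads (60 s intervals, ex 525/em 598 nm) after 50 nM THF-abasic TAMRA/BHQ-2 duplex was added to 0.75 nM APE1 preincubated 15 min with compound.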
POLB inh: DNA polymerase beta (human) inhibition. Potency, µM (doses to about 114 µM), for inactives: at the highest dose activity change, negative = inhibition, actives largely listed as inhibitors. hit rate 1.3% among 340,000. P06746. Pol beta primer extension/strand displacement, fluorescence kinetic. AID 485314; note: % is set by controls: 0 for no effect and ±100 for the full control effect
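Homogeneous kinetic assay of primer extension and strand displacement by 10 nM Pol beta, preincubated 15 min at room temperature with compound before 50 nM substrate (final) was added. Read at 0 and 10 min; four-parameter Hill fit.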
Pol eta inh: inhibitors of human DNA polymerase eta; hit rate 1.2% among 390,000; Q9Y253; AID 588591; recombinant Pol eta, fluorescent DNA replication assay; Potency, µM (titrated, usually from 114 µM), without a hit: at the top dose activity change, negative = inhibition, actives largely listed as inhibitors; note: % is set by controls: 0 for no effect and ±100 for the full control effect
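Pol eta (10 nM) was preincubated with compounds for 15 min at room temperature, after which fluorescent replication substrate (50 nM final) was added to start the reaction. Fluorescence was read kinetically at 0 and 10 min.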
POLI inh: DNA polymerase iota (human) inhibition; Pol iota fluorescent replication assay, 10 min; hit rate 1% among 390,000; Q9UNA4; AID 588590; Potency, µM (titrated, usually from 115 µM), inactives show top-dose activity, negative = inhibition, hits mostly inhibitors
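Pol iota at 10 nM preincubated 15 min with compounds at room temperature; reaction started with fluorescent substrate, 50 nM final. Fluorescence read kinetically at 0 and 10 min; buffer-only wells as negative control.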
An asterisk follows results filed as active; ? = inconclusive; . = no result given; [ ] = dose if it differs, or a comment. Calls come from the whole dose curve; as a rule, active = well fitted curve in the direction sought with a large enough effect; inconclusive = small, poorly fitted or top-dose-only effect, or another doubt; inactive = no such curve, though single readings can be large; an effect the other way counts as inactive or inconclusive. Potency is the fitted concentration of half-maximal effect.

nr	BAZ2B inh	Pol kappa inh	BLM inh	G9a inh	JMJD2A Tudor inh	APE1 inh	POLB inh	Pol eta inh	POLI inh	mol
1	8%	-13%	-1%	0%	-12%	0%	-5%	-18%	11%	Cc1ccc(N(CC(=O)N/N=C/c2cccc(Br)c2)S(C)(=O)=O)cc1
2	8%	16%	.	15%[2.33 µM]	0%	9%	.	-14%	-8%	CCCNC(=O)C1(CC2CC(c3ccccc3)=NO2)CCN(C(=O)C2CCCC2)CC1 (stereo not given)
3	-20%	4%	-7%	?	-8%	15%	7%	-19%	145%[activator]	COc1ccc(CC(=O)NNC(=O)CCc2ccccc2)cc1OC
4	-15%	?	-13%	?	-27%	9%	19%	?	?	CC(=O)Nc1ccc(S(=O)(=O)NCCSCc2ccco2)cc1
5	-11%	9%	0%	-34%[59 µM]	-10%	.	-10%	-17%	40%[activator]	Cc1nnc(NC(=O)c2nc(SC(C)C)ncc2Cl)s1
6	-7%	-3%	-4%	7%	?	-4%	-25%	?	8%	CCOC(=O)c1cnc2ccc(C)cc2c1Sc1ccccc1C(=O)OC
7	?	-2%	4%	16%[59 µM]	-19%	4%	3%	-17%	43%[activator]	COc1cc(NC(=O)C(=O)NCCN2CCNCC2)c(OC)cc1Cl
8	-19%	-13%	3%	18%	-11%	-7%	1%	-2%	28%	CCNc1nc(NC(C)CC)nc(ON=C(C)C)n1 (stereo not given)
9	-29%	0%[60.1 µM]	2%	-18%[59 µM]	-21%	.	9%	-22%	-1%	Cc1cc(Nc2ccc(Cl)cc2C)nc(-n2nc(C)cc2C)n1
10	-13%	2%	-4%	-8%	1%	6%	?	-17%	-10%	Cc1nc2ccc(Cl)cn2c1C(=O)NN
11	5%	-7%	1%	?	-8%	-2%	58%	1%	5%	C=CCOC(=O)C1=C(C)NC(SCC(=O)Nc2ccccc2)=C(C#N)C1c1ccco1 (stereo not given)
12	-33%	-11%	-8%	-46%[59 µM]	-36%	.	50µM*	-19%	-18%	COc1cc(-c2nnc(SCCOc3cc(C)cc(C)c3)o2)cc(OC)c1OC

Arranged by length of the SMILES (falling): part of the list above
nr	BAZ2B inh	Pol kappa inh	BLM inh	G9a inh	JMJD2A Tudor inh	APE1 inh	POLB inh	Pol eta inh	POLI inh	mol
1	8%	-13%	-1%	0%	-12%	0%	-5%	-18%	11%	Cc1ccc(N(CC(=O)N/N=C/c2cccc(Br)c2)S(C)(=O)=O)cc1
9	-29%	0%[60.1 µM]	2%	-18%[59 µM]	-21%	.	9%	-22%	-1%	Cc1cc(Nc2ccc(Cl)cc2C)nc(-n2nc(C)cc2C)n1
4	-15%	?	-13%	?	-27%	9%	19%	?	?	CC(=O)Nc1ccc(S(=O)(=O)NCCSCc2ccco2)cc1
3	-20%	4%	-7%	?	-8%	15%	7%	-19%	145%[activator]	COc1ccc(CC(=O)NNC(=O)CCc2ccccc2)cc1OC
8	-19%	-13%	3%	18%	-11%	-7%	1%	-2%	28%	CCNc1nc(NC(C)CC)nc(ON=C(C)C)n1 (stereo not given)

New compounds follow
nr	BAZ2B inh	Pol kappa inh	BLM inh	G9a inh	JMJD2A Tudor inh	APE1 inh	POLB inh	Pol eta inh	POLI inh	mol
13	-14%	-11%	-4%	6%[59 µM]	-27%	.	0%	-11%	7%	Cc1ccc(CCNC(=O)c2cc3sccc3n2Cc2ccc(C)cc2)cc1
14	-18%	5%	-2%	11%	-4%	12%	2%	-19%	50%[activator]	COCCCNc1nc2nonc2nc1N1CCC(C(C)N2CCOCC2)CC1 (stereo not given)
15	-1%	1%	-2%	-5%	-1%	-12%	58%	4%	8%	O=C(Cc1ccc(O)cc1)NC1CCCCCC1
16	31%[activator]	-12%	-4%	.	-5%	-13%	26%	-15%	2%	CCOC(=O)C1(CCc2ccccc2)CCN(Cc2ccc(C(=O)OC)cc2)CC1
17	3%	-19%	-4%	7%	-10%	12%	-12%	-8%	6%	Cc1ccc(C2C3=C(CC(C)(C)CC3=O)Nc3n[nH]c(C)c32)cc1 (stereo not given)
18	-20%	-24%	-4%	-9%[59 µM]	-16%	.	-5%	-4%	18%	CCOC(=O)CNC(=O)CSc1cn(CC(=O)N2CCCCCC2)c2ccccc12
19	?	-5%	-9%	11%[59 µM]	-20%	3%	20%	-15%	31%[activator]	COC(=O)c1c(NC(=O)C2SC(=NC3CCCCC3)C(C(N)=O)=C2N)sc2c1CCCC2 (stereo not given)
20	8%	-9%	-4%	12%[59 µM]	50µM*	-7%	7%	-18%	180%[activator]	O=C(CCC(=O)OCc1ccc(Br)cc1)Nc1ccccc1
21	-11%	-11%	-1%	5%	-8%	3%	8%	-17%	80%[activator]	NC(=O)C(=O)N/N=C/c1cccc(C(F)(F)F)c1
22	20%	-3%	-10%	59%[activator]	-3%	0%	2%	-9%	38%[activator]	C=CCc1c(C)nc2c(-c3ccccc3)cnn2c1N1CCOCC1
23	-5%	7%	.	-28%	-12%	-13%	.	-8%	46%[activator]	COc1ccc(S(=O)(=O)N2CCCCC2)cc1NC(=O)c1ccccc1
24	-20%	-6%	-5%	-2%	1%	12%	-20%	-14%	14%	CCn1cc(CN2CCC(n3nccc3NC(=O)Cc3ccccc3)CC2)cn1
25	-13%	12%	-1%	-22%	-14%	?	?	-3%	18%	CC(C)(C)c1ccc(C(=O)Cn2nc(C(=O)O)c3ccccc3c2=O)cc1
26	.	-2%[60.1 µM]	-2%	1%[12.7 µM]	.	16%	.	.	.	CC(=O)N1CCC2(CCCN(c3ccccn3)C2)CC1
27	.	-8%	.	.	-6%	.	.	-9%	15%	O=C(Cc1ccc([N+](=O)[O-])cc1)Oc1ccccc1
28	-20%	-7%	1%	-7%[59 µM]	-19%	0%	-24%	-12%	17%	COc1ccc(N=C2SC(C(=O)O)CC(=O)N2Cc2ccc(OC)c(OC)c2)cc1 (stereo not given)
29	-11%	0%	-6%	11µM*	-27%	?	10%	-11%	47%[activator]	COc1ccccc1N1CCN(CC(=O)c2ccc3ccn(C(C)=O)c3c2)CC1
30	-10%	.	-9%	-3%	.	-4%	4%	.	.	O=c1[nH]c2ccccc2c(O)c1-c1cc2ccccc2oc1=O
31	-27%	-5%	-7%	-9%	-4%	-4%	0%	0%	2%	CCOc1ccccc1NC(=S)NCCc1ccc(F)cc1
32	1%	-13%	4%	-6%[59 µM]	-22%	7%	33%	-14%	5%	COc1ccc2nc(SCC(=O)NCc3ccc4c(c3)OCO4)[nH]c2c1
33	-32%	-5%	-8%	?	?	-3%	?	-8%	16%	Cc1cc(-c2nn(-c3ccccc3F)cc2CN2CCN(c3ccccn3)CC2)c(C)s1
34	-22%	-13%	-7%	-37%	-13%	8%	-19%	0%	?	O=c1[nH]cnc(O)c1C(c1ccc(Br)cc1)c1c(O)nc[nH]c1=O
35	-7%	-3%	-5%	42%	13%	19%	10%	-2%	-9%	COc1cc(S(=O)(=O)N2CCCC2)c(C)cc1C
36	-32%	-6%	0%	0%[12.7 µM]	-28%	6%	30%	-12%	8%	CCOC(=O)c1c(NC(=O)CSc2nnnn2C)sc(C)c1C
37	-28%	2%	-5%	?	8%	-10%	-1%	-5%	51%[activator]	O=C(O)CCC(NC(=S)Nc1ccccc1)C(=O)O (stereo not given)
38	?	1%	.	7%[0.501 µM]	-10%	-10%	.	-9%	10%	Cc1ccc(NC(=O)c2nc[nH]c2C(=O)N2CCN(C(=O)OC(C)(C)C)CC2)cc1
39	8%	-14%	-3%	-10%[59 µM]	?	-4%	-19%	-17%	3%	CC(C)c1ccccc1NC(=O)COC(=O)Cc1cccc(C(F)(F)F)c1
40	-17%	-3%	.	-6%	-16%	34%	.	-6%	16%	COCCN(C(=O)c1ccc(-c2ccc(Cl)cc2)o1)c1c(N)n(Cc2ccccc2)c(=O)[nH]c1=O
41	3%	1%	.	4%[2.33 µM]	-4%	-7%	.	-11%	18%	Cc1cc(Br)ccc1SCC(=O)NNC(=O)c1ccco1
42	-38%	-13%	-2%	?	-19%	.	-5%	-13%	-7%	COc1ccc(Cl)cc1C1CC(=O)Nc2cc3c(cc21)OCCO3 (stereo not given)
43	5.6µM*	2%	-1%	0.89µM*	7.9µM*	-10%	-25%	-4%	?	Cc1ccc(-n2sc3ccccc3c2=O)cc1S(=O)(=O)N1CCCCC1
44	-11%	-2%	-4%	31%[2.33 µM]	-27%	-8%	1%	-5%	-8%	S=C(NCCN1CCOCC1)N/N=C/c1cccs1
45	19%	5%	2%	?	-11%	73%[activator]	16%	-16%	11%	CC(C)(C)NC(=O)CCN(/N=C/c1ccncc1)C1=NS(=O)(=O)c2ccccc21
46	?	-1%	-5%	?	?	.	-4%	-12%	7%	Cc1ccc(C)c(N2CCN(CCCNC(=O)c3ccc4nc(N5CCCCC5)sc4c3)CC2)c1
47	-6%	-1%	-3%	-4%	-5%	8%	2%	-24%	3%	COc1cc2c(cc1OC)C(C)N(C(=O)c1ccc(C)o1)CC2 (stereo not given)
48	?	-24%	-23%	5.6µM*	?	1%	20µM*	-11%	?	CCCc1ccc(O)c(N=Cc2cc(Br)cc(OCC)c2O)c1
49	12%	2%	-5%	.	-17%	-6%	39%	-12%	15%	CN1C(=O)[C@H]2[C@@H](/C=C/c3ccccc3)N3C(=O)CN(CCO)C(=O)[C@@]3(Cc3ccccc3)[C@H]2C1=O
50	-12%	-12%	3%	?	-19%	-6%	32%	-7%	-4%	COc1ccc(OC)c(C(=O)COC(=O)c2ccc(C)o2)c1
51	10%	-2%	-3%	28%[59 µM]	-14%	2%	2%	-17%	23%	CCOC(=O)c1c(-c2ccc(C)cc2)csc1NC(=O)c1cccc(N2C(=O)CCC2=O)c1
52	-34%	-19%	-7%	1%	?	-10%	1%	-8%	7%	CCN(CCO)c1ncnc2c1sc1nc(CC(C)C)c3c(c12)CC(C)(C)OC3
53	2%	-6%	5%	-13%[59 µM]	-17%	-3%	7%	-13%	-29%	O=C(N/N=C/c1ccccc1[N+](=O)[O-])c1ccc(CN2CCOCC2)cc1
54	?	-4%	0%	20%[0.0925 µM]	-10%	0%	-12%	-9%	44%[activator]	COC(=O)c1nn(-c2ccc3c(c2)CCN3C(C)=O)cc1O

Some of the compounds tested; the hit share may differ from the screen's.
